High-throughput results: PubChem, The Scripps Research Institute Molecular Screening Center
OXTR potentiate: human OXTR potentiation. P30559. CHO-OTR cells, Fluo-8 calcium fluorescence, potentiator mode; 0% = oxytocin EC15, 100% = EC100. activation, % at 3 µM. 0.061% of 320,000 active;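 active = activation above that plate's cutoff, the mean activation of tested compounds plus 3 SD, cut at about 6.6% in these data, passing the limit was not always enough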;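 also: 100% uses oxytocin at 75 nM as the full agonist control; some results filed as inactive read as strong as hits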
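System: human OTR in CHO cells / Also added: sub-maximal oxytocin, roughly EC15 / Control set: EC15 oxytocin low, 75 nM oxytocin high / Schedule: 6 min compound pre-incubation at room temperature, 100 s kinetic read / Compound: single-point 3.0 µM / Replication: singlicate / Technique: Fluo-8 calcium dye fluorescence / Read-out basis: % activation of max/min ratio relative to oxytocin controls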
V1R ag counter: activates human V1a receptor in oxytocin agonist counter-screen; activation, % at 3 µM; 0.25% of 320,000 active; CHO-V1R cells, Fluo-8 calcium fluorescence, agonist mode; 0% DMSO, 100% 3 nM vasopressin; P37288;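 active = activation above the mean activation of all tested compounds plus 3 SD, per screening run, cut at about 20% in these data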;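 also: signal is peak over basal fluorescence ratio across a 100 second FLIPR read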
CHRM1 agonist: human M1 muscarinic receptor agonism. activation, % at 3 µM. 0.33% of 360,000 active. P11229. CHO-K1 hM1, Fluo-8 calcium fluorescence, agonist mode; 0% DMSO, 100% acetylcholine EC100;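 active = activation above the run's mean compound activation plus 3 SD, cut at about 16% in these data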;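 also: peak over basal fluorescence ratio within a 140 s kinetic read after compound addition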
Target sequence (P11229 whole entry, looked up): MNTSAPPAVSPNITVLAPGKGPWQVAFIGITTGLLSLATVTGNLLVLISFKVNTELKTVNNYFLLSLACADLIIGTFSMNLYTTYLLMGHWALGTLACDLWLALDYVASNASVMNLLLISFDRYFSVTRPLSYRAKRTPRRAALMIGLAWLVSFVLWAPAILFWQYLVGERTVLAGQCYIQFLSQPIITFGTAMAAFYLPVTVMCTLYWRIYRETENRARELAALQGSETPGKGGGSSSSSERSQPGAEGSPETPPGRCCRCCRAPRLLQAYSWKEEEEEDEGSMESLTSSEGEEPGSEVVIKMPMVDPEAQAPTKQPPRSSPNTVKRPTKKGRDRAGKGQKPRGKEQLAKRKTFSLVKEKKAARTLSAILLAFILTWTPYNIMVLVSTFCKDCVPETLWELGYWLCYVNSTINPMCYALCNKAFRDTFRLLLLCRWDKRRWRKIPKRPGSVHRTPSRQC
TAAR1 agonist: agonists of human TAAR1; Q96RJ0; CHO RD-HGA16 TAAR1, Fluo-8 calcium fluorescence; vehicle wells 0%, saturating PEA agonist 100%; activation, % at 3 µM; 0.99% of 360,000 active; AID 624467;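 active = activation above the mean activation of all test compounds in the run plus 3 SD, cut at about 38% in these data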
Target sequence (Q96RJ0 whole entry, looked up): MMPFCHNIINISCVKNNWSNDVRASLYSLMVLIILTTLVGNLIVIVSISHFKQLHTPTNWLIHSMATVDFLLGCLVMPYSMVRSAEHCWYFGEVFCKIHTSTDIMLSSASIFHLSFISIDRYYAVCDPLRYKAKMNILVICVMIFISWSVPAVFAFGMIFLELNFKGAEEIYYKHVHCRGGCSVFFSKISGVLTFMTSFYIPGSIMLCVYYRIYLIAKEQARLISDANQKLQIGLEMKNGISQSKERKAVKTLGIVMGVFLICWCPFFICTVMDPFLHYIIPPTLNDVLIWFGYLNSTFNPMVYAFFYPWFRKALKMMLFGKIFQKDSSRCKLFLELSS
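Test system: RD-HGA16 (CHO) cells co-expressing Gα16 and hTAAR1; dosing: one-point dosing at 3 µM (nominal); timing: 17-24 h seeding, 75 min 37 °C dye, 30 min RT; signal: kinetic Fluo-8 calcium fluorescence; read-out basis: % activation relative to PEA EC100 response; controls: DMSO and PEA EC100; replicates: n 1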
M1 PAM parental: nonselective activator or artifact in parental CHO-K1 calcium assay. 0.02% of 360,000 active. activation, % at 3 µM. AID 602247. ATP EC20, Fluo-8 calcium fluorescence; 0% at ATP EC20, 100% at ATP max;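 active = activation above the run cutoff, the mean activation of all test compounds plus 3 SD, cut at about 40% in these data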;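 also: peak over basal fluorescence ratio in a 140 s read after ATP addition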
CHO-K1 Ca ag: counter-screen for M1 agonists: effect in parental CHO-K1 cells. 0.48% of 360,000 active. Fluo-8 calcium fluorescence; scaled to maximal ATP response, vehicle zero. activation, % at 3 µM; in the data active = activation above about 15%;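 also: untransfected CHO-K1 host cells lacking M1 receptor as counterscreen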
CHO-K1 Ca antag: nonselective inhibitor or artifact in parental CHO-K1 cells; inhibition, % at 3 µM; ATP-induced calcium, Fluo-8 fluorescence; 0.6% of 360,000 active; AID 602250;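 active = inhibition above a per-plate cutoff, the plate's mean sample inhibition plus 3 SD, cut at about 24% in these data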;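 also: 0% = DMSO plus EC80 ATP and 100% = DMSO alone without ATP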
TAAR1 antag: human TAAR1 antagonism; Q96RJ0; CHO RD-HGA16 TAAR1, Fluo-8 calcium fluorescence, antagonist; inhibition, % at 3 µM; 1.5% of 360,000 active;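 active = inhibition above a per-plate cutoff, the mean inhibition of test compounds on that plate plus 3 SD, cut at about 49% in these data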;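 also: 0% = DMSO plus EC80 beta-PEA response and 100% = DMSO alone without agonist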
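Material: CHO RD-HGA16 cells bearing hTAAR1; compound dosing: one-point dosing, 3 µM nominal final; schedule: dye loading 75 min at 37 °C, then 30 min room temperature; measured by: calcium fluorescence with Fluo-8; control set: vehicle and agonist controls; replication: n of 1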
CHO parental Ca: counter-screen for OX1R antagonists: effect in parental CHO cells. inhibition, % at 5.6 µM. parental CHO-K1, ATP-induced calcium, Fluo-8 fluorescence. 0.63% of 330,000 active. AID 463079;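 active = inhibition above that plate's mean sample inhibition plus 3 SD, cut at about 26% in these data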;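 also: 0% = ATP-challenged DMSO wells and 100% = DMSO wells without ATP; some compounds past the cut are filed as inactive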
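Test system: untransfected parental CHO cell line. Compound: one dose, 5.6 µM nominal. Detection: intracellular calcium via Fluo-8 no-wash fluorescent dye. Measure: % inhibition. Benchmarks: ATP-challenged DMSO wells low, unchallenged DMSO wells high.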
* hit, by the source's call; / = no result given.

Results follow in this order: OXTR potentiate | CHO parental Ca | V1R ag counter | CHO-K1 Ca ag | TAAR1 antag | CHRM1 agonist | CHO-K1 Ca antag | M1 PAM parental | TAAR1 agonist
1	CCOC(=O)[C@]12CCC=C1N(CCC1=CCCCC1)C(=O)[C@H](CC(=O)NCCC(C)C)C2
    / | / | / | 0.2 | -14 | / | -10 | 9 | 1
2	CCOC(=O)Cn1nnc(-c2cc(OC)c(OC)c(OC)c2)n1
    -4 | -5 | 0.9 | 3.8 | -1 | -1 | -13 | 7 | 6
3	Cc1ccc2cc([N+](=O)[O-])ccc2n1
    -8 | -8 | -0.8 | 0.3 | -29 | -3 | -6 | 10 | 2
4	COCCNc1nc(C)cc(-c2cc(C(=O)Nc3ccccc3)on2)n1
    -6 | -9 | -0.7 | -0.4 | / | -7 | 0 | 12 | /
5	COC(=O)c1ccc(CNC(=O)c2ccc(OC)c(S(=O)(=O)NC3CCCC3)c2)cc1
    -3 | -22 | 0.7 | -0.1 | -17 | -6 | -13 | 2 | 4
6	O=C(CNC(=O)c1cccnc1)N=Nc1c(O)[nH]c2c(Br)cc(Br)cc12
    -2 | -7 | 0.2 | 0.6 | -10 | 0 | -12 | -1 | 0
7	CCOC(=O)C(=O)c1c(C)cc2ccccn12
    / | / | / | 0.0 | -7 | -5 | -1 | -2 | 2
8	COc1ccc(S(=O)(=O)N(Cc2cc3ccc(OC)cc3[nH]c2=O)CC2COCCO2)cc1 (centres undefined)
    -15 | -16 | 1.1 | 3.5 | 16 | 0 | -10 | 20 | 13
9	c1ccc(CSc2ncnc3sccc23)cc1
    4 | -12 | -0.2 | 0.7 | -36 | -6 | -3 | 13 | 2
10	O=C(CN1CCC(Cc2ccccc2)CC1)N1CCc2ccccc2C1
    -4 | -12 | -0.8 | -0.4 | -10 | -13 | 18 | -12 | 5
11	COc1ccc(C2=CC(=O)C[C@H](c3ccc(Cl)cc3)C2)cc1
    -2 | -27 | 2.9 | -0.8 | 24 | -5 | 12 | -10 | 5
12	Cn1c(N2CCOCC2)nc(-c2ccccc2)c1-c1ccccc1
    -8 | -12 | -0.8 | 0.6 | -18 | -5 | -12 | 10 | 10
13	O=S(=O)(c1cc(Cl)ccc1Cl)N1CCCCC1
    -6 | -9 | -1.0 | -0.2 | 3 | -4 | 11 | -2 | -3
14	CCc1ccc(N2CC(C)Cn3c2nc2c3c(=O)n(CCN3CCOCC3)c(=O)n2C)cc1 (centres undefined)
    -1 | -6 | -1.5 | -1.1 | -31 | -5 | -13 | 8 | 0
15	COc1ccc(C2C(=O)c3ccccc3C2=O)c(OC)c1
    -10 | -22 | -1.0 | -0.2 | -4 | -4 | -5 | 24 | 14
16	Cc1cc(C)nc(N2CCC(C(=O)Nc3nnc(C)s3)CC2)n1
    4 | -7 | 1.0 | 0.2 | -3 | 0 | -8 | 10 | 1
17	COC(=O)c1ccc(CSc2nc3scc(-c4cccs4)c3c(=O)[nH]2)o1
    2 | -7 | 0.2 | 0.2 | 1 | -4 | -14 | 23 | 2
18	C[C@H]1CN([C@@H](C)CO)C(=O)c2cc(-c3cccc(C(=O)N(C)C)c3)cnc2O[C@H]1CN(C)C(=O)Cc1ccccn1
    / | / | / | 1.8 | -6 | -4 | 4 | 16 | 4
19	S=C(Nc1ccc(Cl)cc1)NN1CCOCC1
    2 | -6 | -0.2 | 0.9 | 5 | -6 | -6 | 25 | 5
20	CCCNC(=O)C[C@H]1C[C@H]2c3cc(NC(=O)Nc4ccc(F)cc4)ccc3O[C@H]2[C@@H](CO)O1
    / | / | / | 0.1 | -11 | 1 | -13 | -15 | 2
21	CCc1nonc1NC(=O)c1oc2c(C)c(C)ccc2c1C
    -8 | -26 | -1.2 | -1.1 | -32 | -6 | -9 | 12 | -5
22	O=C(CSc1ccccn1)N/N=C/C=C/c1ccccc1
    -6 | -4 | 0.3 | 0.9 | -10 | -6 | 6 | -8 | 30
23	COc1ccc(NC(=O)CN(C)S(=O)(=O)c2ccc(Br)s2)cc1
    -9 | -14 | 2.6 | 3.3 | 2 | 1 | -5 | -3 | 0
24	CCOC(=O)c1cccc(NC(=O)c2ccc(F)cc2F)c1
    -5 | -26 | -1.2 | -1.2 | 10 | -5 | -17 | 18 | 1
25	Cc1ccccc1C(=O)Nc1ccccc1N1CCCCC1
    -9 | -18 | -2.0 | 0.8 | 20 | -11 | 7 | 7 | 22
26	CCN(CC)S(=O)(=O)c1ccc(C(=O)Nc2nnc(C(C)C)s2)cc1
    -1 | -12 | 0.3 | 2.9 | 9 | 1 | -6 | 20 | 2
27	O=C(Cc1cccs1)NCc1ccc(Cl)cc1
    2 | -9 | -0.5 | 0.2 | 7 | -5 | -3 | 6 | 2
28	Clc1ccc(-c2nnc(NC3=NCCCCC3)o2)cc1
    -4 | -10 | 0.1 | 0.2 | -10 | -1 | 7 | 2 | 4
29	COc1ccc([N+](=O)[O-])cc1NC(=O)COC(=O)c1ccccc1C(=O)c1ccccc1
    -7 | 13 | 2.6 | 0.6 | 8 | -2 | 0 | -1 | 0
30	CCCN(CC(=O)Nc1ccccc1C)C(=O)c1ccc2c(c1)OCO2
    -2 | -6 | 0.5 | 1.0 | -3 | -2 | -5 | 2 | 3

As entered above:
CCOC(=O)[C@]12CCC=C1N(CCC1=CCCCC1)C(=O)[C@H](CC(=O)NCCC(C)C)C2 – M1 PAM parental: 9
S=C(Nc1ccc(Cl)cc1)NN1CCOCC1 – TAAR1 antag: 5

Following part:
Results follow in this order: OXTR potentiate | CHO parental Ca | V1R ag counter | CHO-K1 Ca ag | TAAR1 antag | CHRM1 agonist | CHO-K1 Ca antag | M1 PAM parental | TAAR1 agonist
31	CCCN(CC(=O)NC(=O)NC1CCCCC1)CC(=O)Nc1cc(Cl)ccc1Cl
    -4 | -26 | 0.3 | 0.9 | 5 | -3 | -20 | 23 | 0
32	CC(C)C[C@H](NC(=O)/C=C/[C@H]1O[C@@H](n2ccc(=O)[nH]c2=O)[C@H](O)[C@@H]1O)C(=O)O
    / | / | / | 0.0 | 5 | 17* | 16 | -11 | 1
33	CCn1c(-c2csc(-c3ccccc3)n2)n[nH]c1=S
    -7 | -8 | -1.6 | -0.8 | -14 | -4 | -9 | 2 | -3
34	CCOC(=O)c1cnc(-n2nc(C)cc2C)nc1Nc1cccc(C(C)=O)c1
    -2 | -2 | 0.8 | -0.3 | 0 | -2 | -1 | 0 | 7
35	CC1=NN(C(N)=S)C(=O)C1N=Nc1ccc(Cl)cc1 (centres undefined)
    / | / | / | 0.2 | -12 | -3 | -13 | 1 | 3
36	Cc1ccccc1NC(=O)Nc1ccccc1N1CCCCC1
    -7 | -22 | -1.3 | 4.2 | -42 | 1 | -5 | 22 | 2
37	O=C1CCCN1CC(O)CS(=O)(=O)Cc1ccccc1 (centres undefined)
    -15 | -4 | -0.3 | 7.5 | -10 | -4 | 5 | -5 | 4
38	Cc1ccc(CNC(=O)CCCn2c(=O)[nH]c3ccccc3c2=O)cc1
    -9 | -17 | 8.1 | 0.5 | 10 | 1 | -4 | 11 | 1
39	COc1c(F)cc2[nH]c3c(c2c1F)CCNC3=O
    3 | -20 | 0.6 | 0.6 | 2 | -3 | -8 | 7 | 3
40	CC1CCN(C(=O)c2ncn(C)c2C(=O)N2CCC(C)CC2)CC1
    -4 | -2 | 2.2 | -0.4 | -3 | -5 | 8 | -18 | 8
41	O=C(NC1=NCCS1)c1cc(-c2ccc(-c3ccccc3)cc2)nc2ccccc12
    -5 | -1 | 0.0 | 12 | 37 | -4 | -1 | 16 | 1
42	NC(=S)n1[nH]c(-c2ccc([N+](=O)[O-])cc2)c(N=Nc2ccc(O)cc2)c1=O
    -13 | -7 | -0.8 | -0.2 | 7 | -2 | 0 | 9 | 3
43	Cc1cc(C)nc(Sc2c(F)c(F)c(C(F)(F)F)c(F)c2F)n1
    -5 | -9 | 0.8 | 0.6 | 4 | -1 | -10 | 19 | 0
44	COC(=O)c1ccc(NC(=O)C(C)Oc2ccccc2)cc1 (centres undefined)
    3 | 11 | 3.8 | 0.8 | -6 | -1 | -8 | 2 | 10
45	Cc1cc(C)cc(NC(=O)N2CCc3ccccc3C2)c1
    / | / | / | -0.6 | 11 | -6 | -4 | 4 | 58*
46	CCn1c(O)c(N=NC2=NC(=O)CS2)c2ccccc21
    -14 | 0 | -0.3 | -0.3 | 1 | -1 | 2 | -5 | 0
47	CSc1nc(N)nc2c1ncn2CC(=O)NCc1ccc2c(c1)OCO2
    -4 | 9 | 3.3 | 0.1 | -19 | 1 | 14 | 5 | 3
48	O=C(O)C1(c2ccccc2)CCN(S(=O)(=O)c2cccc(Cl)c2)CC1
    -6 | -4 | -1.0 | 0.2 | 1 | -1 | 19 | -1 | -1
49	NNC(=O)c1[nH]c2ccccc2c1-c1ccccc1
    -6 | -13 | 1.3 | 0.6 | -6 | -6 | -15 | 12 | -2
50	Cc1ccc(C(=O)OCC(=O)Nc2ccc3c(c2)OCCO3)cc1C
    / | / | / | 0.3 | -16 | -3 | -3 | -10 | 4
51	CC1CC(C)CN(C/C=C/c2ccccc2[N+](=O)[O-])C1 (centres undefined)
    5 | -13 | 0.4 | / | -17 | / | / | / | 13
52	COc1ccc(-c2nnc(SCC(=O)/C(C#N)=C(\C)N)o2)cc1
    -1 | -17 | 1.7 | 2.2 | 8 | 2 | -24 | -8 | 9
53	O=c1c2[nH]c3cccc(Cl)c3c2ncn1CC1CCCO1 (centres undefined)
    -9 | -11 | -0.4 | 0.7 | -16 | -4 | -11 | 20 | 5
54	COc1ccc(CNCc2ccc(F)cc2)c(OC)c1
    0 | -11 | 1.1 | 0.9 | 11 | -9 | -4 | 18 | 6
55	CN1CCN(CCCCOc2cccc3ccccc23)CC1
    -10 | -2 | 2.4 | 1.0 | -28 | -6 | 6 | -10 | 3
56	CCS(=O)(=O)Nc1ccc(-c2nc3cccnc3s2)cc1
    -4 | -5 | 1.6 | 2.0 | -7 | -2 | -14 | 36 | 7
57	CC(C)C(C(=O)NC(C)(C)C)N(CCN1CCOCC1)C(=O)CNS(=O)(=O)c1ccccc1 (centres undefined)
    0 | -8 | 0.9 | 0.2 | -6 | -2 | -8 | 0 | 2
58	O=C(CNC(=O)c1ccc2c(c1)OCCO2)N/N=C/c1ccc(O)cc1O
    -5 | -18 | -0.9 | -0.6 | -14 | -2 | 21 | -15 | 12

Compounds were not picked by outcome; 3.3% or so of the library scored in one or more.
